NTR1 ag = NTR1-driven beta-arrestin-GFP spot formation – imaging, U2OS cells, high content, primary screen (AID 493036); agonist mode; activation, % at 20 µM; 330,000 compounds, 0.17% hits;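 active = activation at or above 40% of the spot to cytoplasm intensity ratio, with at least 20 cells analyzed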;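 also: 0% = DMSO without peptide and 100% = 100 nM NTR1 peptide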
Target sequence (P30989 whole entry, looked up): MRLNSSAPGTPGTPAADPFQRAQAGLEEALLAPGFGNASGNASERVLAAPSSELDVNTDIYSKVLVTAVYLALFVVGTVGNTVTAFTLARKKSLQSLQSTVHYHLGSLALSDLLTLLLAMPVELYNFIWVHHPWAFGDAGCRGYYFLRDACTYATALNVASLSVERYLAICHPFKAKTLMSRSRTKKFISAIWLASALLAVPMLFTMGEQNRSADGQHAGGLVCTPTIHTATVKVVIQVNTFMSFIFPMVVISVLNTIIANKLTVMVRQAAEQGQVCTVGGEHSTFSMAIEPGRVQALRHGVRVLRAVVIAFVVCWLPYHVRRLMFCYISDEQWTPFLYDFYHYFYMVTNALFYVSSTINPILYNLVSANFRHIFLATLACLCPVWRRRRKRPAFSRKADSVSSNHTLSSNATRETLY
T cell HTS = modulates CD8 T cell binding to vesicles; 2C CD8+ T cell-vesicle binding, flow cytometry; stronger effect = lower value; AID 2052; 330,000 compounds, 0.068% hits; calls only at 7 µM;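 active = response, share of CD8 T cells binding vesicles, and their 90th percentile fluorescence all below set limits, cut at about 80% in these data, passing the limit was not always enough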
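Assay system – 2C mouse CD8+ T cells · Also added – QL9-loaded Drosophila micro-vesicles · Timing – Cell–vesicle co-incubation 1.5 h at 37 °C, staining 20 min on ice · Signal – flow cytometry of vesicle-bound cells · Measure – percent CD8+ FL2 mean versus row control · Controls – Peptide-free naked vesicles (low) and QL9 vesicles with 0.7% DMSO vehicle (high)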
KOR beta-arrestin-1 = kappa opioid receptor blockers – cell-based, luminescence, uHTS (AID 1778) | KOR beta-arrestin recruitment, luminescence, antagonist mode; higher % means a stronger effect | inhibition, % at 10 µM; hits with a dose series show IC50 in µM | 290,000 compounds, 0.091% hits; in the data active = inhibition above about 50%; also: strong numbers were not always called active
West Nile antiviral = inhibition of WNV-induced cytopathic effect – cell-based, CPE readout (AID 1621) | West Nile virus-infected cells, CPE inhibition; higher % means a stronger effect | CPE inhibition, % at 10 µM, or IC50 in µM where a hit was titrated | 290,000 compounds, 0.02% hits; in the data active = a potency from the dose series; also: strong numbers were not always called active
GPR55 LPI antagonism = inhibition of LPI-stimulated GPR55 beta-arrestin translocation – imaging, U2OS, beta-arrestin-GFP, LPI agonist, primary screen (AID 2013); U2OS GPR55 beta-arrestin-GFP translocation imaging, LPI antagonism; higher % means a stronger effect; one-dose inhibition, % at 10 µM; IC50 in µM for titrated hits; 290,000 compounds, 0.13% hits;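 active = spots per cell inhibited over 60%, with over 100 cells counted and total cytoplasm intensity under 500,000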;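 also: U2OS cells stably carrying GPR55 and arrestin-GFP stimulated by 5 µM LPI near EC80; imaged beta-arrestin-GFP aggregate spots per cell after agonist stimulation; plate controls were LPI-stimulated DMSO wells for no effect and DMSO wells without LPI for full effect; some results filed as inactive read as strong as hits; confirmed hits need IC50 under 10 µM and bright autofluorescent wells are also inconclusive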
GPR55 activation = GPR55 agonists via beta-arrestin recruitment, primary screen, imaging, U2OS cells, beta-arrestin-GFP redistribution (AID 1961) | U2OS GPR55 beta-arrestin-GFP redistribution imaging; higher % means a stronger effect | activation, % at 10 µM, or EC50 in µM where a hit was titrated | 290,000 compounds, 0.048% hits;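 active = activation above 40% with more than 50 cells counted in the well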;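 also: U2OS osteosarcoma cells stably expressing GPR55 and beta-arrestin-GFP; plate controls were DMSO negative control for no effect and LPI positive control for full effect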
GPR35 antagonists = inhibition of zaprinast-stimulated GPR35 beta-arrestin translocation – imaging, U2OS, beta-arrestin-GFP, zaprinast agonist, primary screen (AID 2058); U2OS GPR35 beta-arrestin-GFP translocation imaging, zaprinast antagonism; higher % means a stronger effect; one-dose inhibition, % at 10 µM; IC50 in µM for titrated hits; 290,000 compounds, 0.052% hits;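 active = inhibition of at least 50% with at least 30 cells and total cytoplasm GFP at most 10,000,000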
PhoP inhibition = PhoP-dependent GFP reporter repression – Salmonella Typhimurium, primary screen (AID 1863). 300,000 compounds, 0.16% hits. S. Typhimurium PhoP-regulated promoter GFP reporter, 4 h; higher % means a stronger effect. inhibition, % at 50 µM, or IC50 in µM where a hit was titrated;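 active = inhibition over 29.93%, a cutoff 3 SD above the screen mean, later confirmed by dose response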;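 also: 0% = low Mg2+ inducing control and 100% = high Mg2+ repressing control; strong numbers were not always called active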
KOR beta-arrestin-2 = kappa opioid receptor activators – cell-based, luminescence, uHTS, primary screen (AID 1777); KOR beta-arrestin recruitment, luminescence; higher % means a stronger effect; activation, % at 10 µM, or EC50 in µM where a hit was titrated; 280,000 compounds, 0.02% hits; in the data active = activation above about 50%, passing the limit was not always enough; also: a part of the inactive calls stands beside numbers as strong as those of hits
T cell HTS vesicle-bound % = also measured in T cell HTS; calls as there; double positive events, %; measured here: CD8+ vesicle-bound cell fraction;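 binding gate set so that unloaded-vesicle control wells show 10% double positive cells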
NTR1 ag cell count 20 µM = further read-out of NTR1 ag, marked with its call; cell count; measured here: cell count, cytotoxicity flag
* marks the source's active call; other numbers are inactive results; i = inactive; · = not tested or not shown; [ ] = remark or other dose.

(1) O=C1c2ccc3c4c(ccc(c24)C(=O)N1c1ccc2ccccc2c1)CC3
(2) Cn1c(=O)cc(SCC(=O)NCC2CCCO2)c2ccccc21 (stereo unspecified)
(3) COc1ccccc1OCC(=O)NNC(=O)c1ccoc1C
(4) Cc1cc(N2CCC(C(=O)NCC3CC3)CC2)nc(-c2ccccc2)n1
(5) Cc1ccc(NC(=O)/C=C\C(=O)NCC(=O)O)cc1C
(6) Cc1[nH]n2c(=O)c3c(nc2c1-c1ccccc1)CCCC3

compound no.	1	2	3	4	5	6
NTR1 ag	0.4	-0.2	0.3	-1.0	0.2	2.5
NTR1 ag cell count 20 µM	79	81	38	99	28	56
T cell HTS	i	i	i	i	i	i
T cell HTS vesicle-bound %	26	25	29	38	4	43
KOR beta-arrestin-1	-6%	-8%	-23%	-28%	-10%	-15%
West Nile antiviral	-0.2%	-0.1%	0.4%	-0.5%	0.3%	-0.2%
GPR55 LPI antagonism	-22%	8%	3%	9%	10%	5%
GPR55 activation	0.2%	0.0%	-0.1%	-0.1%	-0.3%	0.7%
GPR35 antagonists	12%	10%	-9%	13%	14%	5%
PhoP inhibition	-4%	9%	20%	-1%	0%	4%
KOR beta-arrestin-2	-1.6%	1.3%	4.4%	-0.9%	-1.0%	0.2%

(7) O=C(C[n+]1ccccc1)Nc1ccccc1C(F)(F)F
(8) O=C(NCCN=C1NS(=O)(=O)c2ccccc21)c1ccccc1
(9) O=C(NCCCN1CCOCC1)c1ccc2c(c1)N(Cc1cccc(F)c1)C(=O)c1ccccc1S2
(10) Cc1cccc(N2C(=O)c3cccnc3C2=O)c1
(11) Cc1ccc(N(C)/N=C/c2ccc(Cl)cc2Cl)nn1
(12) CC1CCN(CCCNC(=O)C2CCC(CNS(=O)(=O)c3cccc4nsnc34)CC2)CC1 (stereo unspecified)

compound no.	7	8	9	10	11	12
NTR1 ag	0.2	-1.2	2.8	0.1	2.8	0.0
NTR1 ag cell count 20 µM	38	34	54	62	97	63
T cell HTS	i	i	i	i	i	i
T cell HTS vesicle-bound %	50	50	28	63	64	22
KOR beta-arrestin-1	-11%	-2%	-9%	-4%	-16%	9%
West Nile antiviral	0.3%	-0.1%	-0.1%	-0.1%	-0.1%	0.1%
GPR55 LPI antagonism	3%	1%	1%	36%	-2%	3%
GPR55 activation	-0.2%	-0.2%	-0.1%	0.4%	-0.3%	0.6%
GPR35 antagonists	6%	-4%	17%	22%	12%	8%
PhoP inhibition	-2%	11%	-1%	0%	-4%	1%
KOR beta-arrestin-2	-1.9%	-3.7%	2.3%	-1.9%	0.2%	1.2%

(13) Cn1c(=O)c2c(n(Cc3ccccc3)c1=O)NC(=O)C2CC(=O)NCc1cccc(Cl)c1 (stereo unspecified)
(14) CCc1nc2ccccc2c(=O)n1NC(=O)c1c(O)c2cccc3c2n(c1=O)CCC3
(15) NC(=O)NC(=O)COC(=O)[C@H](Cc1ccccc1)NC(=O)c1cccs1
(16) CNC(=S)NNC(=O)c1cccn(Cc2ccc(Cl)c(Cl)c2)c1=O
(17) CC(=O)c1ccc(NC(=O)C2CCCN2S(=O)(=O)c2ccc(F)cc2)cc1 (stereo unspecified)
(18) Cc1ccc(CNC(=O)CCC2CCCN(Cc3cccc4c3OCO4)C2)o1 (stereo unspecified)

compound no.	13	14	15	16	17	18
NTR1 ag	1.5	1.9	0.0	0.1	4.0	0.1
NTR1 ag cell count 20 µM	67	59	65	76	52	64
T cell HTS	i	i	i	i	i	i
T cell HTS vesicle-bound %	34	48	5	45	67	34
KOR beta-arrestin-1	-13%	18%	5%	-38%	39%	1%
West Nile antiviral	2.1%	-0.4%	0.8%	-1.3%	0.4%	-0.7%
GPR55 LPI antagonism	-4%	7%	4%	-7%	4%	-14%
GPR55 activation	-0.3%	-0.4%	-0.3%	0.2%	-0.2%	0.0%
GPR35 antagonists	4%	2%	0%	1%	-9%	-14%
PhoP inhibition	1%	11%	2%	4%	-1%	2%
KOR beta-arrestin-2	-1.2%	-3.5%	-1.0%	-1.2%	-0.9%	0.8%

(19) C/C(=N\NC(=O)c1ccc(CSc2cccc3cccnc23)cc1)C1CCCCC1
(20) C/C(=N\NS(=O)(=O)c1ccc(Cl)cc1)c1ccc(NC(=O)c2ccco2)cc1
(21) CC(C)CN1C(=O)c2ccc(NC(=O)C3CC3)cc2C1=O
(22) N#Cc1cnn2c(N)c(-c3ccc(Cl)cc3)cnc12
(23) COc1ccc(N2CCN(Cc3nc4ccccc4n3C)CC2)cc1
(24) Cc1ccccc1-c1n[nH]c(=S)o1

compound no.	19	20	21	22	23	24
NTR1 ag	2.6	1.5	0.2	0.8	-1.6	2.6
NTR1 ag cell count 20 µM	55	57	60	55	82	56
T cell HTS	i	i	i	i	i	i
T cell HTS vesicle-bound %	47	2	19	48	26	30
KOR beta-arrestin-1	-8%	21%	17%	-41%	22%	12%
West Nile antiviral	0.2%	0.1%	0.5%	-1.2%	-0.5%	0.0%
GPR55 LPI antagonism	8%	0%	5%	-1%	13%	-12%
GPR55 activation	-0.2%	-0.5%	0.2%	-0.1%	0.4%	-0.2%
GPR35 antagonists	6%	-1%	3%	-16%	-3%	5%
PhoP inhibition	-3%	16%	1%	0%	2%	-22%
KOR beta-arrestin-2	3.2%	5.0%	2.4%	-1.7%	-3.9%	-10%

(25) COc1ccccc1C(=O)Nc1ccc(Br)c2cccnc12
(26) CCn1c(SCc2nc3sc(C(=O)O)c(C)c3c(=O)[nH]2)nnc1-c1ccc(Cl)cc1
(27) CC(NC(=O)C1CCCCC1)c1ccc2c(c1)OCCO2 (stereo unspecified)
(28) O=S(=O)(NCCSc1ccccn1)c1ccc(Br)cc1
(29) NNC(=O)CS(=O)(=O)CS(=O)(=O)CC(=O)NN
(30) Cc1cc(S(=O)(=O)N2CCOCC2)ccc1NC(=O)c1ccc(F)cc1

compound no.	25	26	27	28	29	30
NTR1 ag	5.6	3.0	0.1	-0.8	2.1	0.2
NTR1 ag cell count 20 µM	65	55	84	36	43	50
T cell HTS	i	i	i	i	i	i
T cell HTS vesicle-bound %	24	68	48	54	31	37
KOR beta-arrestin-1	-22%	-10%	12%	-43%	2%	-22%[20 µM]
West Nile antiviral	-1.5%	0.0%	-0.3%	-0.5%	0.2%	-0.8%
GPR55 LPI antagonism	3%	-10%	-7%	-2%	-5%	3%
GPR55 activation	0.8%	-0.1%	-0.1%	0.2%	0.2%	0.4%
GPR35 antagonists	8%	-2%	5%	-24%	59%	-12%
PhoP inhibition	-9%	1%	-10%	-1%	-6%	3%
KOR beta-arrestin-2	-3.7%	-4.0%	3.0%	2.6%	·	·

(31) Cc1ccc(NC(=O)c2nc[nH]c2C(=O)NCC(=O)OC(C)(C)C)cc1
(32) COc1nnc(-c2ccc(N3CCOCC3)c(NC(=O)c3ccccc3)c2)c2ccccc12
(33) Cn1c(Cl)c(/C=N/OC(=O)c2ccccc2Cl)c2ccccc21
(34) COc1ccc(C(=O)/C=C/Nc2c(C)n(C)n(-c3ccccc3)c2=O)c(OC)c1
(35) O=S(=O)(NCc1cccnc1)c1cccc2cccnc12
(36) CCN(CC)S(=O)(=O)c1ccc(NC(=O)C2CCCO2)cc1 (stereo unspecified)

compound no.	31	32	33	34	35	36
NTR1 ag	21	1.0	0.2	-1.2	2.2	1.4
NTR1 ag cell count 20 µM	86	64	55	18	69	58
T cell HTS	i	i	i	i	i	i
T cell HTS vesicle-bound %	27	45	47	3	20	42
KOR beta-arrestin-1	21%	4%	-80%	1%	10%	37%
West Nile antiviral	1.1%	0.7%	0.2%	0.5%	-0.5%	0.0%
GPR55 LPI antagonism	-2%	9%	0%	6%	-3%	15%
GPR55 activation	-0.1%	-0.1%	0.0%	0.2%	0.2%	0.3%
GPR35 antagonists	6%	9%	-7%	-7%	-1%	28%
PhoP inhibition	-4%	-13%	-14%	5%	-5%	12%
KOR beta-arrestin-2	-1.8%	-5.1%	6.2%	-3.0%	0.0%	-2.3%

(37) CC(=O)C1=C(O)C(=O)N(c2ccc(C(=O)O)cc2)C1c1ccc([N+](=O)[O-])cc1 (stereo unspecified)
(38) C/C(=N\NC(=O)c1ccc(COc2ccccc2)cc1)c1ccncc1
(39) O=S(=O)(c1ccc(F)cc1)N1CCC(N2CCCC2)CC1
(40) NCC12CC3CC(CC(O)(C3)C1)C2
(41) O=C(NCCN1CCOCC1)C12CC3CC(C1)CC(c1ccccc1)(C3)C2
(42) Cc1ccc2nc(-c3ccc(SCC(=O)O)nc3)[nH]c2c1
(43) O=C(Nc1cccc(Cl)c1)c1cccc(N2C(=O)C3CC=CCC3C2=O)c1 (stereo unspecified)

compound no.	37	38	39	40	41	42	43
NTR1 ag	0.2	1.6	-1.2	-0.8	-0.2	0.5	1.5
NTR1 ag cell count 20 µM	57	95	92	39	43	65	55
T cell HTS	i	i	i	i	i	i	i
T cell HTS vesicle-bound %	61	52	21	38	34	29	36
KOR beta-arrestin-1	-17%	-22%	5%	23%	5%	-20%	-31%
West Nile antiviral	0.1%	-0.8%	0.0%	0.2%	-0.5%	-0.2%	-0.5%
GPR55 LPI antagonism	1%	7%	12%	-4%	19%	9%	-4%
GPR55 activation	0.3%	-0.3%	-0.3%	-0.1%	-0.8%	-0.1%	-0.2%
GPR35 antagonists	10%	8%	-4%	-2%	8%	24%	-5%
PhoP inhibition	-10%	-2%	-2%	-6%	-5%	5%	-9%
KOR beta-arrestin-2	6.9%	-2.2%	-2.4%	-0.3%	-1.5%	0.0%	-5.3%

Screening results deposited in PubChem by several laboratories.
